Screens as filed in PubChem.
BioA inh: M. tuberculosis BioA enzyme inhibitors, primary screen, biochemical, plate reader, single point, HTS; 7,8-diaminopelargonic acid synthase BioA (Mycobacterium tuberculosis); purified M. tuberculosis BioA enzyme; inhibition, % at 9.99 µM; 360,000 compounds, 0.096% hits; in the data active means inhibition above about 40%
An asterisk follows results filed as active. Not all compounds are listed, so the mix of outcomes need not match the whole.

SMILES | BioA inh
CN(C)CC#Cc1ccc([C@H]2[C@H]3CN(C(=O)C4CCCC4)CCCCN3[C@H]2CO)cc1 | 5.6
C[C@@H]1CN([C@H](C)CO)C(=O)c2cc(C3=CCCC3)cnc2O[C@H]1CN(C)Cc1cccc(F)c1 | 2.5
C[C@H]1CN([C@@H](C)CO)C(=O)Cc2cc(NC(=O)Cc3cn(C)c4ccccc34)ccc2O[C@H]1CN(C)Cc1ccc(Oc2ccccc2)cc1 | -0.8
CNC(=O)C[C@H]1CC[C@H]2[C@@H](COc3ccc(NC(=O)Nc4cccc(F)c4)cc3C(=O)N2C)O1 | 12
OC[C@@H]1[C@H](c2ccc(-c3ccccc3F)cc2)[C@H]2CN(Cc3ccncc3)CCCCN12 | 2.9
O=C(C[C@@H]1CC[C@@H](NC(=O)c2ccc3c(c2)OCO3)[C@H](CO)O1)NC1Cc2ccccc2C1 | -1.0
COC(=O)C[C@@H]1CC[C@@H]2[C@@H](COc3ccc(NC(=O)NCc4ccccc4)cc3C(=O)N2C)O1 | -0.1
COCC(=O)N(C)C[C@@H]1Oc2cc(C#CCC3CCCC3)ccc2S(=O)(=O)N([C@H](C)CO)C[C@@H]1C | -1.0
C[C@H](CO)N1C[C@H](C)[C@H](CN(C)Cc2ccc3c(c2)OCO3)Oc2ccc(NS(=O)(=O)c3cn(C)cn3)cc2CC1=O | 0.6
C[C@@H]1CN([C@@H](C)CO)C(=O)Cc2cc(NC(=O)Nc3cccc4ccccc34)ccc2O[C@@H]1CN(C)S(=O)(=O)c1cccs1 | -0.8

(continued)
SMILES | BioA inh
CO[C@@H]1CN(C)C(=O)c2ccc(NC(C)=O)cc2OC[C@H](C)N(C(=O)CN2CCOCC2)C[C@@H]1C | -2.4
CN(C)C(=O)c1cccc(-c2ccc3c(c2)[C@@H]2[C@@H](CCN2C(=O)c2cccnc2)[C@@H](CO)N3)c1 | 18
CC(C)C#Cc1ccc([C@H]2[C@H]3CN(C(=O)NC(C)C)CCCCN3[C@H]2CO)cc1 | -0.3
CN(C)CCCNC(=O)C[C@@H]1CC[C@H]2[C@@H](COc3ccc(NS(C)(=O)=O)cc3C(=O)N2C)O1 | -0.9
COc1ccc(NC(=O)N(C)C[C@H]2Oc3c(NC(=O)Nc4ccc(C(F)(F)F)cc4)cccc3C(=O)N([C@H](C)CO)C[C@H]2C)cc1 | -1.1
COc1cccc(CNC(=O)C[C@@H]2CC[C@@H]3[C@@H](COc4ccc(NC(C)=O)cc4C(=O)N3C)O2)c1 | -2.4
Cc1noc(C)c1NC(=O)Nc1ccc2c(c1)CC(=O)N([C@H](C)CO)C[C@@H](C)[C@H](CN(C)S(=O)(=O)c1cn(C)cn1)O2 | -2.5
CN1C[C@H]2[C@@H](c3ccccc31)[C@H](CO)N2C(=O)Nc1ccccc1 | -4.4
O=C(c1ccncc1)N1CCCCN2[C@@H](CO)[C@H](c3ccc(C#Cc4ccccn4)cc3)[C@@H]2C1 | 2.5
COc1ccc(NC(=O)Nc2ccc3c(c2)C(=O)N([C@H](C)CO)C[C@@H](C)[C@H](CN(C)S(=O)(=O)c2c(C)noc2C)OCCCC[C@@H](C)O3)cc1 | 1.3

Other compounds
SMILES | BioA inh
O=C(c1cccnc1)N1CCCCN2[C@H](CO)[C@@H](c3ccc(C#Cc4cccnc4)cc3)[C@H]2C1 | 26
N#Cc1ccc(-c2ccc3c(c2)[C@H]2[C@H](CCN2S(=O)(=O)c2cccc(F)c2)[C@H](CO)N3)cc1 | 33
CN1C(=O)c2cc(NC(=O)C3CCCC3)ccc2OC[C@H]2O[C@@H](CC(=O)O)CC[C@H]21 | 0.8
O=S(=O)(c1ccccc1F)N1CCCCN2[C@H](CO)[C@@H](c3ccc(-c4ccncc4)cc3)[C@H]2C1 | -1.0
CO[C@@H]1CN(C)C(=O)c2cc(NC(=O)NC(C)C)ccc2OC[C@H](C)N(Cc2cncnc2)C[C@H]1C | 0.8
O=C(C[C@@H]1C[C@@H]2c3cc(NC(=O)NC4CCCC4)ccc3O[C@@H]2[C@@H](CO)O1)NCc1cc(F)ccc1F | -0.5
C[C@H](NC(=O)C[C@@H]1CC[C@H]2[C@@H](COC[C@@H](O)CN2C(=O)Nc2cccc(Cl)c2)O1)c1ccccc1 | -0.1
C[C@@H]1CN([C@@H](C)CO)C(=O)c2cc(C#CC3CCCCC3)cnc2O[C@H]1CN(C)C | 0.0
C[C@@H]1CN([C@@H](C)CO)C(=O)c2cc(-c3cccnc3)cnc2O[C@@H]1CN(C)C(=O)C1CCCCC1 | 0.5
C[C@@H]1CCCCO[C@H](CN(C)S(=O)(=O)c2ccc(F)cc2)[C@H](C)CN([C@H](C)CO)C(=O)c2cc(NC(=O)Nc3ccc(F)cc3)ccc2O1 | -1.3

(further entries)
SMILES | BioA inh
O=C(C[C@H]1CC[C@H]2NC[C@@H](O)COC[C@@H]2O1)Nc1ccc(-c2ccccc2)cc1 | -1.2
CCCNC(=O)N1[C@H](CO)[C@@H](c2ccccc2)[C@@H]1CNC(=O)c1ccc(F)cc1 | -2.1
C[C@H]1CCCCO[C@H](CN(C)CC2CCCCC2)[C@@H](C)CN([C@@H](C)CO)C(=O)c2cc(NC(=O)CCC(F)(F)F)ccc2O1 | 1.2
Cc1noc(C)c1NC(=O)N(C)C[C@H]1OCCCC[C@@H](C)Oc2ccc(NS(C)(=O)=O)cc2C(=O)N([C@H](C)CO)C[C@@H]1C | -3.5
CN1CCN(C(=O)C[C@@H]2C[C@H]3c4cc(NC(=O)Nc5ccccc5F)ccc4O[C@H]3[C@@H](CO)O2)CC1 | -0.4
CC=Cc1ccc2n(c1=O)C[C@H]1[C@H](CO)[C@@H](C(=O)NCCC)[C@@H]2N1S(=O)(=O)c1cn(C)cn1 (mixture of isomers) | -2.5
O=C(C[C@H]1CC[C@H]2[C@@H](COC[C@H](O)CN2Cc2nccs2)O1)NCc1ccccc1Cl | -1.8
C[C@H]1CCCCO[C@@H](CN(C)Cc2ccc3c(c2)OCO3)[C@@H](C)CN([C@@H](C)CO)C(=O)c2cc(NC(=O)Cc3ccccc3)ccc2O1 | 0.7
C[C@@H]1CN([C@@H](C)CO)C(=O)c2cc(NC(=O)Nc3cccc4ccccc34)ccc2O[C@@H](C)CCCCO[C@@H]1CN(C)Cc1ccc2c(c1)OCO2 | -1.8
COc1ccccc1NC(=O)Nc1ccc2c(c1)C(=O)N(C)C[C@@H](OC)[C@H](C)CN(C)[C@@H](C)CO2 | 0.2

Retrieved one by one from the entries so far (2):
SMILES | BioA inh
COc1ccccc1NC(=O)Nc1ccc2c(c1)C(=O)N(C)C[C@@H](OC)[C@H](C)CN(C)[C@@H](C)CO2 | 0.2
Cc1noc(C)c1NC(=O)N(C)C[C@H]1OCCCC[C@@H](C)Oc2ccc(NS(C)(=O)=O)cc2C(=O)N([C@H](C)CO)C[C@@H]1C | -3.5

The list goes on:
SMILES | BioA inh
COC(=O)C[C@@H]1CC[C@@H]2NC[C@H](O)COC[C@H]2O1 | -2.0
CN1C(=O)c2cc(NC(=O)c3cccc(Cl)c3)ccc2OC[C@@H]2O[C@@H](CC(=O)NC3CCCCC3)CC[C@H]21 | 3.9
CC(C)NC(=O)N1CCCCN2[C@@H](CO)[C@H](c3ccc(C#C[C@@H](C)O)cc3)[C@@H]2C1 | 0.0
C[C@@H]1CN([C@@H](C)CO)C(=O)c2cc(NS(=O)(=O)c3ccc(F)cc3)ccc2O[C@@H]1CN(C)S(C)(=O)=O | -1.1
O=C(CN1CCOCC1)N1CC[C@@H]2[C@H]1c1cc(-c3ccccc3F)ccc1N[C@@H]2CO | 1.0
CCCNC(=O)C[C@@H]1CC[C@@H]2[C@H](COc3ccc(NC(=O)c4ccc(OC)cc4)cc3C(=O)N2C)O1 | 2.1
OC[C@@H]1[C@H](c2ccc(C#CC3(O)CCCC3)cc2)[C@@H]2CN(Cc3cccnc3)CCCCN12 | -1.6
C[C@H]1CCCCO[C@H](CN(C)C(=O)Nc2ccc(C(F)(F)F)cc2)[C@@H](C)CN([C@@H](C)CO)C(=O)c2cc(NC(=O)Nc3ccc(C(F)(F)F)cc3)ccc2O1 | -2.1
C[C@@H]1CN([C@H](C)CO)S(=O)(=O)c2ccc(-c3ccc(F)cc3)cc2O[C@@H]1CN(C)C(=O)C1CC1 | 2.7
C[C@H](CO)N1C[C@H](C)[C@H](CN(C)CC2CCOCC2)Oc2ncc(-c3cccc(F)c3)cc2C1=O | 0.3

Other results
SMILES | BioA inh
CN(C[C@H]1[C@@H](c2ccccc2)[C@@H](CO)N1C(=O)C1CC1)C(=O)c1ccccn1 | -1.1
COCCNC(=O)C[C@H]1CC[C@H](NC(=O)NC2CCCCC2)[C@H](CO)O1 | 0.3
O=S(=O)(c1ccccc1)N1CCCCN2[C@@H](CO)[C@H](c3ccc(-c4ccccc4F)cc3)[C@@H]2C1 | 4.6
C[C@@H]1CCCCO[C@H](CN(C)CC2CCCCC2)[C@@H](C)CN([C@H](C)CO)C(=O)c2cc(NS(=O)(=O)c3ccc(Cl)cc3)ccc2O1 | 1.9
C[C@@H]1CCCCO[C@H](CN(C)S(=O)(=O)c2ccc(F)cc2)[C@@H](C)CN([C@H](C)CO)C(=O)c2cc(NC(=O)Cc3ccccc3)ccc2O1 | 7.5
C[C@H](CO)N1C[C@H](C)[C@H](CN(C)C(=O)C2CC2)Oc2ncc(Br)cc2C1=O | 3.0
COc1ccc(NC(=O)Nc2ccc3c(c2)C(=O)N([C@@H](C)CO)C[C@H](C)[C@H](CN(C)S(=O)(=O)c2ccc(OC)cc2)OCCCC[C@@H](C)O3)cc1 | -0.5
O=S(=O)(c1ccccc1F)N1CCCCN2[C@@H](CO)[C@H](c3ccc(-c4cccnc4)cc3)[C@@H]2C1 | -0.4
CN(C)c1ccc2c(c1)[C@@H]1C[C@@H](CC(=O)NCc3ccccc3F)O[C@@H](CO)[C@@H]1O2 | 1.5
C[C@H]1CCCCO[C@H](CN(C)S(=O)(=O)c2cn(C)cn2)[C@@H](C)CN([C@@H](C)CO)C(=O)c2cc(NC(=O)Nc3ccc(C(F)(F)F)cc3)ccc2O1 | -1.1

(list continues)
SMILES | BioA inh
C[C@@H]1CN([C@@H](C)CO)C(=O)c2cc(-c3ccc(C#N)cc3)cnc2O[C@@H]1CN(C)C(=O)c1cccnc1 | 3.7
CO[C@@H]1CC[C@@H]2CCN(C)C(=O)[C@@H](C)N(C)C(=O)c3cc(C#N)ccc3OC[C@H]1O2 | 0.0
COCCN(C[C@@H]1[C@@H](c2ccccc2)[C@H](CO)N1C(=O)C1CCC1)C(C)=O | 1.5
Cc1cc(C(=O)Nc2ccc3c(c2)C(=O)N(C)[C@H]2CC[C@@H](CC(=O)O)O[C@H]2CO3)no1 | 8.7
O=C(NC1Cc2ccccc2C1)[C@@H]1[C@@H](CO)[C@@H]2Cn3c(cccc3=O)[C@H]1N2Cc1ccccc1F | 10
C[C@@H]1CN([C@H](C)CO)C(=O)c2cc(C#CC3CCCCC3)cnc2O[C@@H]1CN(C)C | 1.1
O=C(C[C@H]1C[C@H]2c3cc(NC(=O)NC4CCCC4)ccc3O[C@H]2[C@@H](CO)O1)NCc1cc(F)ccc1F | -0.8
C[C@@H]1CN([C@@H](C)CO)C(=O)c2cc(NS(C)(=O)=O)ccc2O[C@@H](C)CCCCO[C@@H]1CN(C)Cc1ccc(C(F)(F)F)cc1 | 1.5
C[C@@H]1CCCCO[C@H](CN(C)Cc2ccc3c(c2)OCO3)[C@@H](C)CN([C@H](C)CO)C(=O)c2cc(NC(=O)Nc3cccc4ccccc34)ccc2O1 | 0.3
C/C=C/c1ccc([C@@H]2[C@H](CO)N(S(C)(=O)=O)[C@H]2CN(CC)C(=O)CC)cc1 | -0.3

Remaining list, next part.
SMILES | BioA inh
CCCC(=O)Nc1ccc2c(c1)C(=O)N(C)C[C@H](OC)[C@@H](C)CN(C(=O)CC1CC1)[C@H](C)CO2 | -4.0
O=C(C[C@@H]1CC[C@H]2[C@@H](COC[C@H](O)CN2CCc2ccccc2)O1)NCc1ccccc1 | 3.7
CCC(=O)N1CC[C@H]2[C@@H]1c1cc(-c3cccc(F)c3)ccc1N(C)[C@H]2CO | 31
COc1ccc(NC(=O)N(C)C[C@@H]2OCCCC[C@H](C)Oc3ccc(NS(=O)(=O)c4c(C)noc4C)cc3C(=O)N([C@H](C)CO)C[C@@H]2C)cc1 | 0.5
CC=Cc1ccc2n(c1=O)C[C@@H]1[C@@H](CO)[C@H](C(=O)NCC(F)(F)F)N(CCc3ccccc3)[C@H]21 (mixture of isomers) | -1.1
CCCC(=O)Nc1ccc2c(c1)C(=O)N(C)[C@H]1CC[C@H](CC(=O)NCC(F)(F)F)O[C@H]1CO2 | 0.1
CN1C(=O)c2cc(NC(=O)C3CC3)ccc2OC[C@H]2O[C@@H](CC(=O)NCc3cccc(F)c3)CC[C@@H]21 | 1.3
COCC(=O)Nc1ccc2c(c1)C(=O)N(C)[C@H]1CC[C@H](CC(=O)NCc3cccc(F)c3)O[C@H]1CO2 | -3.0
CCCC(=O)Nc1ccc2c(c1)C(=O)N(C)[C@@H]1CC[C@H](CC(=O)NCCOC)O[C@H]1CO2 | -1.4
COC(=O)C[C@H]1CC[C@H]2[C@@H](COc3ccc(NC(=O)Nc4ccc(Cl)cc4)cc3C(=O)N2C)O1 | 0.7
C[C@H](CO)N1C[C@H](C)[C@H](CN(C)S(=O)(=O)c2cccs2)OCCCC[C@H](C)Oc2ccc(NC(=O)c3ccccc3)cc2C1=O | -4.1

Of the compounds above, these have a Cl atom:
SMILES | BioA inh
C[C@H](NC(=O)C[C@@H]1CC[C@H]2[C@@H](COC[C@@H](O)CN2C(=O)Nc2cccc(Cl)c2)O1)c1ccccc1 | -0.1
O=C(C[C@H]1CC[C@H]2[C@@H](COC[C@H](O)CN2Cc2nccs2)O1)NCc1ccccc1Cl | -1.8
CN1C(=O)c2cc(NC(=O)c3cccc(Cl)c3)ccc2OC[C@@H]2O[C@@H](CC(=O)NC3CCCCC3)CC[C@H]21 | 3.9
C[C@@H]1CCCCO[C@H](CN(C)CC2CCCCC2)[C@@H](C)CN([C@H](C)CO)C(=O)c2cc(NS(=O)(=O)c3ccc(Cl)cc3)ccc2O1 | 1.9
COC(=O)C[C@H]1CC[C@H]2[C@@H](COc3ccc(NC(=O)Nc4ccc(Cl)cc4)cc3C(=O)N2C)O1 | 0.7
